# From PubChem
# All columns: NCI-60 one-dose screen, growth in % after 48 h at 10 µM unless noted; 100 = growth as untreated, 0 = no growth, -100 = all killed.
# SF-295 – SF-295 CNS cancer cells; hit rate 5.6% among 79,000; AID 1794758
# SF-268 – SF-268 CNS cancer cells. hit rate 3.1% among 82,000
# DU-145 – DU-145 prostate cancer; hit rate 4.2% among 81,000
# SNB-19 – SNB-19 CNS cancer cells; hit rate 2.5% among 81,000; AID 1794751
# HCC-2998 – HCC-2998 colon cancer; hit rate 4.7% among 79,000; AID 1794799
# SNB-75 – SNB-75 CNS cancer. hit rate 5% among 79,000. AID 1794750
# SF-539 – SF-539 CNS cancer. hit rate 6.8% among 81,000. AID 1794752
# PC-3 – PC-3 prostate cancer cells; AID 1794754; hit rate 3.9% among 80,000
# U251 – U251 CNS tumor cells. hit rate 5.4% among 80,000
# * hit, by the source's call; nt = not tested or not shown; & = joins results of further samples. Rule for the calls: active = growth percent below 10; inactive = the rest. The order is random, and some 9.9% of all compounds hit somewhere here.
SMILES,SF-295,SF-268,DU-145,SNB-19,HCC-2998,SNB-75,SF-539,PC-3,U251
CCOC(=O)COc1ccc2c(C)c(CCN(CC)CC)c(=O)oc2c1,108,115,140,98,113,109,99,97,106
COC(=O)CN(Cc1cn(Cc2ccccc2)nn1)C(=O)c1cccc2c(=O)c3ccccc3n(Cc3cn(Cc4ccccc4)nn3)c12,108,85,100,94,96,89,98,94,100
N#Cc1c(-c2ccc3c(c2)OCO3)c(C#N)c2c(C#N)c(N)nn2c1N,89,95,97,88,104,100,83,76,97
O=c1[nH]c(Cc2nc3ccccc3s2)nc2cc(Br)ccc12,77,61,70,82,84,82,90,61,82
OCCN(Cc1cccnc1)Cc1ccccn1,105,100,115,99,102,93,131,88,99
COc1cc(C2CC(c3ccc(F)cc3)=Nc3c(N)nc(N)nc3N2)ccc1Oc1nc(NCCO)nc(N2CCOCC2)n1 (configuration not stated),108,89,109,92,114,79,87,103,96
NC(=O)c1ccccc1NC(=O)c1ccccc1Cl,91,108,113,98,116,93,109,nt,106
CCNc1nncs1,104,100,99,106,80,91,101,97,102
Cc1cccc2c(=O)c3c(sc12)c(NCCN)nc1ccccc13,-75*,6.2*,-88*,-2.5*,-78*,15,-86*,-43*,-77*
O=C1CCC23OC=CC2C(O)c2ccccc2N13 (configuration not stated),106,100,104,104,105,97,93,94,109
COc1ccc(-c2nc3ccc(-c4nnc(SCC(=O)Nc5ccc(C(=O)/C=C/c6cc(OC)c(OC)c(OC)c6)cc5)o4)cc3[nH]2)cc1,109,105,114,90,104,89,86,103,76
O=C1N[C@H](Cc2cnc[nH]2)C(=O)N2CCC[C@@H]12,105,99,103,108,102,100,99,94,99
COc1cc(Br)c(C(=O)O)cc1OC,104,111,115,106,103,nt,90,95,103
CCC(NC(C)C)C(O)c1ccc(O)c(O)c1 (configuration not stated),120,98,nt,93,113,76,101,87,73
O=C([C@H]1C[C@H]1c1ccc(C(F)(F)F)cc1)N1CCN(C2CCOCC2)CC1,99,99,115,105,104,92,99,87,102
Nc1c(C(=O)c2ccccc2)sc2nc(-c3cccs3)cc(-c3cccs3)c12,35,53,68,43,72,22,39,33,26
O=C(Nc1ccccc1)c1cc2ccccc2cc1O,135,89,98,109,108,101,96,67,97
C[C@@H]1C(=O)C23CCC1C[C@@]21O[C@@H]2C(C)(C)C=CC(=O)C23COC1=O,99,111,107,107,104,93,110,nt,92
Cc1cccc(N=Nc2cccc(C)c2)c1,98,110,112,92,112,132,110,104,106
CC(C)C(=O)Oc1c(Cl)cc(Cl)c(Cl)c1Cl,98,96,103,104,103,87,102,69,89
c1ccc2c(N=NSc3ncnc4nc[nH]c34)c3ccccc3nc2c1,20,3.1*,8.4*,12,6.9*,2.7*,5.0*,-1.8*,8.6*
c1ccc([C@H]2CN3CCSC3=N2)cc1,91,111,92,110,119,-21*,88,99,107
C[C@H](OC(=O)CCl)[C@@H](C)OC(=O)CCl,103,104,115,105,108,91,99,96,103
COC(=O)[C@@H]1CCCN1C(=O)C1CCCN1C(=O)[C@@H](Cc1ccccc1)NC(=S)Nc1cc(C(F)(F)F)cc(C(F)(F)F)c1 (some centres not stated),61,77,84,72,87,81,89,42,56
COc1cc2c(O)cc(C(=O)O)c(-c3cc(OC)c(OC)c(OC)c3)c2cc1OC,115,107,nt,100,111,101,102,95,104
# More entries
SMILES,SF-295,SF-268,DU-145,SNB-19,HCC-2998,SNB-75,SF-539,PC-3,U251
CC(=O)C1CN(C)CCC1=O (configuration not stated),99,103,108,105,105,85,94,94,109
COc1ccc(Cl)c(C(C)=O)c1,106,100,109,106,100,111,109,91,114
CC1CCC2(C)OC1OC2CN (configuration not stated),101,100,115,106,107,97,111,99,102
Cc1ccc(N(CC(=O)Nc2ccc(S(=O)(=O)N3CCC(N4CCCC4)CC3)cc2)S(=O)(=O)c2ccc(Cl)cc2)cc1,-65*,35,9.8*,41,-49*,63,-90*,12,-2.6*
O=C(CC1(O)C(=O)Nc2c(Cl)ccc(Cl)c21)c1ccc(Cl)cc1 (configuration not stated),101,95,110,110,120,81,93,84,101
CC(C)(C)n1cc(-c2ccnc(NCCCNS(=O)(=O)c3cccc(F)c3)n2)c(-c2ccc(F)c(O)c2)n1,104,84,82,89,118,97,92,57,82
O=C(Nc1nc(-c2ccccc2)cs1)c1cc(-c2ccc(Cl)cc2)nc2ccc(Cl)cc12,84,88,99,90,95,105,101,82,90
COc1ccc2cc(-c3nc4ccccc4[nH]3)c(=O)oc2c1,105,110,114,98,78,126,99,88,94
CC(C)(C)c1ccc(S(=O)(=O)N[C@H]2CC[C@H]3[C@@H]4CCc5cc(O)ccc5[C@H]4CC[C@]23C)cc1,nt,51,63,81,74,55,79,31,nt
Cc1ccc2c(c1)SC1=NC=C(C(=O)NNC(=O)c3ccncc3)[C@H](c3ccccn3)N12,86,92,94,88,nt,75,92,93,95
Nc1ccccc1NC(=O)c1ccc(-n2nc(-c3ccccc3)c3ccccc32)cc1,91,68,87,79,104,38,49,59,-86*
O=C(O)c1cn(C2CC2)c2cc(N3CCN(Cn4nc(-c5ccccc5)n(-c5ccccc5)c4=S)CC3)c(F)cc2c1=O,100,99,108,103,98,85,95,93,95
CCC(CC)N1C(=O)/C(=c2\sc3n(c2=O)NC2C(N=3)N(CC)C(=O)N2CC)c2ccccc21 (configuration not stated),20,63,52,71,66,68,25,44,59
COC(=O)c1c(C(=O)OC)c2n(CC(=O)Nc3cccc4cccnc34)c3ccccc3n2c1C(=O)c1ccc([N+](=O)[O-])cc1,109,101,109,94,102,97,108,91,99
Cc1ccccc1N=C(N)Nc1ccccc1C,98,102,104,104,105,99,107,98,98
CCOCc1cc(C(C)(C)C)ccc1O,105,105,110,98,104,87,103,94,94
NC1=Nn2c(CCC(=O)c3nc4ccccc4[nH]3)nnc2SC1,109,99,nt,106,110,84,111,97,107
Cn1c(=O)c2[nH]c(NCc3ccc(Cl)cc3)nc2n(C)c1=O,110,114,108,106,112,102,97,102,102
CSc1nc(=S)c2[nH]c(=S)[nH]c2[nH]1,107,107,104,98,96,96,97,105,100
C#Cc1nc2ccccc2s1,102,106,108,96,105,100,87,92,107
O=C1c2ccccc2-c2cn(Cc3ccccc3)c3cccc(c23)C1c1cccnc1 (configuration not stated),26,58,61,54,56,23,55,55,25
O=C(CCC(=O)OCCOc1ccccc1)OCCOc1ccccc1,94,108,120,91,101,81,115,91,nt
CN(C)CC(O)c1ccc(/C=C/c2ccc(Cl)cc2)cc1 (configuration not stated),-48*,-52*,-89*,32,-69*,-25*,-68*,-30*,-94*
CCCCC(CC)CCC(C)OC=O (configuration not stated),99,104,108,109,100,104,98,96,102
N#Cc1ccc([N+](=O)[O-])cc1OCCCN1CCCCC1,98,101,105,96,88,89,99,105,104
# Going on with the list.
SMILES,SF-295,SF-268,DU-145,SNB-19,HCC-2998,SNB-75,SF-539,PC-3,U251
O=C(NNc1ccccc1)C1CCC(=O)N1Cc1ccccc1 (configuration not stated),94,88,82,104,103,90,102,90,97
O=C(NC(C[Se][Se]CC(NC(=O)c1ccccc1)C(=O)O)C(=O)O)c1ccccc1 (configuration not stated),101,133,117,116,104,90,113,111,102
C#CC(CCC)N(C)C (configuration not stated),105,103,110,101,113,100,101,95,104
Cc1cc(O)c2c(c1)C(=O)c1cc(O)cc(O)c1C2=O,95&83,98&90,104&87,94&83,108&95,87&88,86&93,78&67,88&92
O=C1NC(=C(Cl)Cl)/C(=N/S(=O)(=O)N2CC(C(=O)O)C2)N1,102,108,110,97,108,116,103,108,110
CCCCCCCNc1nc(Cl)ncc1-c1ccc(C(F)(F)F)cc1,83,104,109,103,nt,87,nt,95,98
O=c1[nH]c2ccc(Cl)cc2cc1CSc1cccc(Nc2nccc(-c3ccc4ccccc4c3)n2)c1,99,95,98,nt,105,95,101,87,89
CSC1=NC=C(C#N)C2=NC(c3c(F)cccc3Cl)NN12 (configuration not stated),104,98,103,103,96,100,104,100,nt
COc1ccc(OC)c(-c2cn3c(-c4c[nH]c5ccc(Br)cc45)csc3n2)c1,75,102,105,92,94,96,93,86,94
CC(N)(Cc1ccccc1)C(=O)O (configuration not stated),106,103,102,nt,106,94,98,94,104
Clc1ccc2sc(SCCCCn3ccnc3)nc2c1,76,95,92,87,99,98,87,57,90
O=c1[nH]c2cc(Cl)c(Cl)cc2o1,56,103,113,109,117,93,105,65,95
CNC(=O)c1ccccc1Nc1nc(Nc2cc(OC)c(OC)c(OC)c2)ncc1Br,-6.6*,-33*,9.1*,6.4*,-32*,-55*,-79*,61,-9.9*
Cc1cccc(NC(=O)C(C)C)c1,94,106,120,102,102,97,100,99,101
C=CCn1cc(/C=C2\C(=O)N(c3cccc(Cl)c3)N=C2C)c2ccccc21,90,101,102,110,104,72,98,101,99
Cc1ccc(C(=O)c2ccc(CC(=O)NN3C(=O)C=CC3=O)n2C)cc1,101,97,109,97,106,64,97,95,96
CCCCCc1c(C)[nH]c(/C=c2\[nH]/c(=C3/C=c4ccccc4=N3)cc2OC)c1C,-60*,-38*,5.2*,11,-11*,-23*,-67*,-6.9*,-95*
O=c1oc2c(Cl)cc(Cl)cc2cc1-c1nc2ccccc2[nH]1,86,112,109,96,102,70,95,100,nt
CCOC(=O)c1cnc2cc(Cl)cc(Cl)c2c1Nc1cccc(S(N)(=O)=O)c1,103,104,111,98,103,93,98,98,100
N#Cc1ccc(-c2ccc(-c3cccs3)s2)cc1F,69,79,61,108,102,81,74,86,28
Cn1cccc1-c1cc(-c2cccc(F)c2)c(C#N)c(=O)[nH]1,97,99,107,95,109,81,100,98,93
CCOc1ccc(/C=N/Nc2nc3ccccc3s2)cc1OCC,76,81,92,61,101,57,84,67,89
CC1CN(C=O)CC(C)N1CCN1C(C)CN(C=O)CC1C (configuration not stated),101,103,112,104,102,91,106,101,102

# Among those listed so far, these have a Cl atom:
SMILES,SF-295,SF-268,DU-145,SNB-19,HCC-2998,SNB-75,SF-539,PC-3,U251
NC(=O)c1ccccc1NC(=O)c1ccccc1Cl,91,108,113,98,116,93,109,nt,106
CC(C)C(=O)Oc1c(Cl)cc(Cl)c(Cl)c1Cl,98,96,103,104,103,87,102,69,89
C[C@H](OC(=O)CCl)[C@@H](C)OC(=O)CCl,103,104,115,105,108,91,99,96,103
COc1ccc(Cl)c(C(C)=O)c1,106,100,109,106,100,111,109,91,114
Cc1ccc(N(CC(=O)Nc2ccc(S(=O)(=O)N3CCC(N4CCCC4)CC3)cc2)S(=O)(=O)c2ccc(Cl)cc2)cc1,-65*,35,9.8*,41,-49*,63,-90*,12,-2.6*
O=C(CC1(O)C(=O)Nc2c(Cl)ccc(Cl)c21)c1ccc(Cl)cc1 (configuration not stated),101,95,110,110,120,81,93,84,101
O=C(Nc1nc(-c2ccccc2)cs1)c1cc(-c2ccc(Cl)cc2)nc2ccc(Cl)cc12,84,88,99,90,95,105,101,82,90
Cn1c(=O)c2[nH]c(NCc3ccc(Cl)cc3)nc2n(C)c1=O,110,114,108,106,112,102,97,102,102
CN(C)CC(O)c1ccc(/C=C/c2ccc(Cl)cc2)cc1 (configuration not stated),-48*,-52*,-89*,32,-69*,-25*,-68*,-30*,-94*
O=C1NC(=C(Cl)Cl)/C(=N/S(=O)(=O)N2CC(C(=O)O)C2)N1,102,108,110,97,108,116,103,108,110
CCCCCCCNc1nc(Cl)ncc1-c1ccc(C(F)(F)F)cc1,83,104,109,103,nt,87,nt,95,98
O=c1[nH]c2ccc(Cl)cc2cc1CSc1cccc(Nc2nccc(-c3ccc4ccccc4c3)n2)c1,99,95,98,nt,105,95,101,87,89
CSC1=NC=C(C#N)C2=NC(c3c(F)cccc3Cl)NN12 (configuration not stated),104,98,103,103,96,100,104,100,nt
Clc1ccc2sc(SCCCCn3ccnc3)nc2c1,76,95,92,87,99,98,87,57,90
O=c1[nH]c2cc(Cl)c(Cl)cc2o1,56,103,113,109,117,93,105,65,95
C=CCn1cc(/C=C2\C(=O)N(c3cccc(Cl)c3)N=C2C)c2ccccc21,90,101,102,110,104,72,98,101,99
O=c1oc2c(Cl)cc(Cl)cc2cc1-c1nc2ccccc2[nH]1,86,112,109,96,102,70,95,100,nt
CCOC(=O)c1cnc2cc(Cl)cc(Cl)c2c1Nc1cccc(S(N)(=O)=O)c1,103,104,111,98,103,93,98,98,100
